STAT1 activator: STAT1 signaling activators, primary screen, cell-based, HTS, luciferase reporter; NIH 3T3 STAT1-luciferase reporter, IFN-gamma, luminescence; 100% = IFN-gamma alone, no compound; activation (% of control), % at 5.5 µM; actives 2.6% (n = 200,000); AID 932, 2007;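 active = activation above the screen-wide mean activation plus 3 SD, cut at about 130% in these data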;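 also: raw ratio to IFN-gamma control signal so 100% means no change and 0% no light; values of inactives mirror those of a sister screen read the other way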
STAT3 activator: IL-6 driven STAT3 reporter potentiators, primary screen, U3A cells, luciferase, luminescence, MLSCN library; IL-6 STAT3-luciferase reporter; 100% = signal with IL-6 EC80 alone; actives 0.91% (n = 190,000); activation (% of control), % at 5.6 µM;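 active = activation above the screen-wide mean of compound activation plus 3 SD, cut at about 130% in these data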;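 also: 0% = background luminescence of wells with medium and substrate only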
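Material: human STAT1-deficient U3A cells with stable STAT3-luciferase reporter / Probe or stimulus: IL-6 stimulus at 33 ng/mL final / Schedule: 1 h compound pre-exposure, 6 h IL-6 stimulation, 37 °C / Technique: luminescence / Read-out basis: percent of IL-6-only median luminescence / Control set: IL-6-only high control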
G6PDH CS: L. mesenteroides G6PDH inhibitors, counter-screen for G6PDH-coupled screening assays, biochemical, Leuconostoc mesenteroides enzyme | glucose-6-phosphate dehydrogenase [Leuconostoc mesenteroides] | Purified L. mesenteroides G6PDH, diaphorase/resazurin coupled fluorescence, 45 min | inhibition, % at 5 µM | actives 0.12% (n = 200,000) | AID 1020, 2008; in the data active = inhibition above about 50%
Diaphorase inh: diaphorase inhibitors and chemical oxidizers, primary screen, counter-screen for diaphorase-coupled primary assays, biochemical, uHTS, resorufin fluorescence; diaphorase resazurin-to-resorufin fluorescence, NADH, 16 min; bacterial (C. kluyveri) enzyme, not human; inhibition, % at 20 µM; actives 0.69% (n = 190,000); AID 1217, 2008;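 active = primary screen inhibition at 20 µM above a set limit, cut at about 50% in these data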;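 also: plate controls were DMSO with full reaction for no effect and wells lacking NADH for full effect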
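Assay system: diaphorase enzyme from Clostridium kluyveri; Input: enzyme working solution with 0.14 U/mL diaphorase; Timing: 16 min at room temperature; Technique: resorufin fluorescence, excitation 544 nm, emission 590 nm; Benchmarks: positive control minus NADH, DMSO neutral control.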
STAT3 inh: IL-6 driven STAT3 reporter inhibitors, primary screen, U3A cells, luciferase, luminescence, MLSCN library; inhibition, % at 5.5 µM; IL-6 STAT3-luciferase reporter; host cell line lacks STAT1; actives 0.89% (n = 190,000);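 active = inhibition above the mean inhibition across all screened compounds plus 3 SD, cut at about 44% in these data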;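 also: 0% = DMSO only wells and 100% = 100 µM nifuroxazide control wells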
Hsp70 activator: Hsp70 transcriptional activators, primary screen, cell-based, HeLa, Hsp70 promoter luciferase, luminescence, 10 µM; actives 0.04% (n = 200,000); activation, % at 10 µM; HeLa Hsp70 promoter luciferase reporter; scaled: vehicle 0, proteasome-inhibitor control 100%;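 active = activation above the mean across all tested compounds plus 3 SD, cutoff set per campaign, cut at about 5.5% in these data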;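 also: 100% = MG132 at 30 µM as the positive control and 0% = DMSO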
APP transl inh: inhibitors of APP translation via 5'UTR reporter, primary screen, APP 5'UTR luciferase, SH-SY5Y cells; SH-SY5Y APP 5'UTR-luciferase reporter, luminescence; inhibition, % at 2 µM; actives 0.82% (n = 190,000);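 active = inhibition above a set limit, derived from the sample mean plus 3 SD, cut at about 45% in these data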; also: values of inactives mirror those of a sister screen read the other way
TLR4-MyD88 BLA: inhibitors of TLR4-MyD88 association in cells, primary screen, cell-based, HeLa CL3-4, BLA complementation, FRET ratio; Toll-like receptor 4 (Homo sapiens) + Myeloid differentiation primary response protein …; HeLa CL3-4 TLR4/MyD88 BLA complementation; inhibition, % at 8.4 µM; actives 0.18% (n = 200,000); in the data active = inhibition above about 25%;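 also: 0% = vehicle and 100% = reference inhibitor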
Target sequence (O00206 whole entry, looked up): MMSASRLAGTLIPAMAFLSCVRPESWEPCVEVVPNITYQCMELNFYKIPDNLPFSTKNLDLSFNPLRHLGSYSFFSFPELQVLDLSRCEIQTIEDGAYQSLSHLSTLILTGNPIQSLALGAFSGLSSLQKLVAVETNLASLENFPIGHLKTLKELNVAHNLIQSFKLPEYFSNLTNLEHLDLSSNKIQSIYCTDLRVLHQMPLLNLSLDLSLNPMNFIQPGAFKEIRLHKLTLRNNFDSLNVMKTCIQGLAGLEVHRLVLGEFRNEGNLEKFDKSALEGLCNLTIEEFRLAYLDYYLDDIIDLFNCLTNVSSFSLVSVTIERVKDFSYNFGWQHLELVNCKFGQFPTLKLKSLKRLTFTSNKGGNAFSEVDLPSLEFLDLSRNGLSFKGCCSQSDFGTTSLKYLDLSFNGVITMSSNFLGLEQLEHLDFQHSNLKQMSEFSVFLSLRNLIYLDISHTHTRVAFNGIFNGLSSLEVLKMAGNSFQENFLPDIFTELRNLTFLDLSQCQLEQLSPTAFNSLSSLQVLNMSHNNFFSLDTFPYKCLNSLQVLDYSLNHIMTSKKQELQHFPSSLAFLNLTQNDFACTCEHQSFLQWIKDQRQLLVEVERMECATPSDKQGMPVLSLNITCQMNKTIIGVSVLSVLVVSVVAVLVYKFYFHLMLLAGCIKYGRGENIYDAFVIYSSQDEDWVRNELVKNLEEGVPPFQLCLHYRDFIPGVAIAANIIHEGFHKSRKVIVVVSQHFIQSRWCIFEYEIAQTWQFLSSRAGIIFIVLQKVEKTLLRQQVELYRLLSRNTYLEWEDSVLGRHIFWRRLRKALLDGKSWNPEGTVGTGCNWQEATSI
Target sequence (Q99836 whole entry, looked up): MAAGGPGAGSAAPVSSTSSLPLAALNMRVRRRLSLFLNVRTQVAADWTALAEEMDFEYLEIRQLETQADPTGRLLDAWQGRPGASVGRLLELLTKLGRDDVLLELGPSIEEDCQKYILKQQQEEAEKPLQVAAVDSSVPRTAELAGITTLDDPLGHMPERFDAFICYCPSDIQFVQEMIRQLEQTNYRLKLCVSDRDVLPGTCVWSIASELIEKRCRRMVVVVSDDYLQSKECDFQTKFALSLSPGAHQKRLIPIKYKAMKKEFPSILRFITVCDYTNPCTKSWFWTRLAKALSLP
Diaph act CS: compounds boosting diaphorase resazurin reduction – biochemical, uHTS, resorufin fluorescence, counter-screen for diaphorase-coupled primary assays, primary screen | Diaphorase/resazurin coupled assay, 16 min; hits give high values; 1 = vehicle wells, 0 = NADH-free wells | activation factor at 20 µM | actives 0.005% (n = 190,000);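 active = diaphorase activity raised at least twofold by the compound at 20 µM; inactive = activation factor below 2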
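Assay system: Purified diaphorase enzyme from Clostridium kluyveri | Amount: Enzyme 0.07 U/mL final | Dosing: Compound 20 µM once, DMSO 1% | Timing: 16 min reaction at room temperature | Detection: Fluorescence, excitation 544 nm and emission 590 nm | Evaluation: Higher resorufin formation from activation or reduction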
STAT1 blocker: STAT1 signaling inhibitors, primary screen, cell-based, HTS, luciferase reporter. actives 0.35% (n = 200,000). inhibition, % at 5.5 µM. AID 920, 2007. NIH 3T3 STAT1-luciferase reporter, IFN-gamma, luminescence;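 active = inhibition above a set limit, the mean inhibition across all tested compounds plus 3 SD, cut at about 34% in these data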;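 also: 0% = IFN-gamma with DMSO and 100% = IFN-gamma with 300 µM nifuroxazide; values of inactives mirror those of a sister screen read the other way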
Active calls of the source: *; x = not tested or not shown.

SMILES	STAT1 activator	STAT3 activator	G6PDH CS	Diaphorase inh	STAT3 inh	Hsp70 activator	APP transl inh	TLR4-MyD88 BLA	Diaph act CS	STAT1 blocker
O=C(O)c1ccccc1C(=O)c1ccc2c(c1)N(Cc1cccc(F)c1)C(=O)CO2	103	103	5	16	6	0.0	-16	6	0.8	-3
CCC(C)(C)NC(=O)c1ccc(Br)o1	98	96	6	15	9	-0.3	-4	-3	0.8	2
CC1C(=O)N(Cc2ccc([N+](=O)[O-])cc2)c2ccccc2N1C(=O)C1CC1 (centres undefined)	108	101	3	7	1	0.2	10	-9	0.9	-9
CCOc1ccc2cc(S(=O)(=O)n3ccnc3C)ccc2c1	92	98	10	19	9	-0.2	6	10	0.8	9
COCCCNC(=O)COc1ccc(S(=O)(=O)NCc2ccccc2)cc1Cl	100	100	0	4	1	-0.1	-7	-7	1	-1
O=c1c2ccccc2nnn1CSc1nnnn1-c1ccccc1	123	106	4	9	-2	0.0	-15	-6	0.9	-25
CC(C)OC(=O)CSc1nnc(-c2ccccn2)n1-c1ccccc1	94	92	2	-2	12	-0.6	-2	-7	1	7
COCCNc1nc2c(c(=O)n(C)c(=O)n2C)n1Cc1cccc(C)c1	69	79	-1	12	30	-0.7	-3	9	0.9	34
COc1ccc(OCC(=O)NNC(=O)C(=O)N2CCCC2)cc1	89	100	14	14	1	0.0	1	-1	0.9	12
COc1ccccc1/C=N/NC1=NCCCCC1	101	101	12	10	3	-0.1	-3	-4	0.9	-1
O=C(CNC(=S)NC(=O)c1ccco1)c1ccccc1	106	95	3	7	7	0.5	-10	-4	0.9	-7
O=C(Nc1ccccc1C(=O)N1CCCCC1)C1CCCCC1	100	97	1	10	10	-0.3	10	-15	0.9	-1
CCOC(=O)N1CCC(NC(=O)Cn2cccc2C(=O)c2ccccc2)CC1	99	101	16	9	5	0.1	1	-5	0.9	1
O=C(N=Nc1c(O)n(Cc2ccccc2)c2ccccc12)c1ccc(O)cc1	161*	109	-1	17	-8	0.1	-153	1	0.8	-68
CCN1CCN(c2cc(C)c3cc(NC(=O)c4ccncc4)ccc3n2)CC1	x	x	4	-17	x	x	-1	x	1.2	x
CCOc1[nH]n(-c2ccccc2)c(=O)c1C=Nc1ccc(C)cc1	104	92	5	1	12	0.2	-26	-7	1	-5
Cc1ccc(S(=O)(=O)N/N=C/c2c[nH]c3ccccc23)cc1	86	124	3	13	-30	-0.3	4	5	0.9	13
CCn1c(SCC(=O)OCc2ccccc2)nnc1-c1ccco1	99	101	4	9	7	-0.2	-2	1	0.9	1
Cc1ccc[n+](CC(=O)c2cc3ccccc3oc2=O)c1	95	105	6	17	1	-0.2	2	6	0.8	6
O=C(O)c1cccnc1SC1CC(=O)N(c2cccc(C(F)(F)F)c2)C1=O (centres undefined)	99	100	-12	2	5	-0.1	0	0	1	1
O=C(COn1nnc2ccccc21)N1CCN(Cc2ccccc2)CC1	117	115	4	4	-17	0.1	-13	-5	1	-18
COc1cc2c(cc1OC)-c1cc3ccc4c(c3c[n+]1CC2)OCO4	114	105	52*	8	-8	0.1	11	-1	0.9	-16
O=C(NCCCN1CCN(c2cccc(Cl)c2)CC1)c1nc(-c2ccncc2)no1	97	90	2	14	17	-0.2	7	9	0.9	3
COC(=O)c1ccc(NC(=O)c2cc(Cl)ccc2OC)cc1	98	103	0	1	2	-0.1	-18	11	1	1
CCOc1ccccc1C(=O)n1nc2nc(C)cc(C)c2c1N	101	99	2	3	2	0.1	-8	3	1	-1
O=C1CCC([N+](=O)[O-])C(c2cccc3ccccc23)N1 (centres undefined)	101	98	0	-12	14	-0.2	-22	-3	1.1	-1
CCNc1nc(NC(C)C)nc(N(C#N)CC(=O)OC)n1	98	103	12	-23	-2	-0.2	-1	-11	1.2	1
CSc1ccccc1NC(=O)CN(C)CC(=O)Nc1ccc(N2CCOCC2)cc1	93	100	4	12	4	-0.4	3	5	0.9	6
O=C(NCc1ccc2c(c1)OCO2)c1ccc2c(c1)C(=O)N(CC1CCCO1)C2=O (centres undefined)	100	102	5	-8	2	-0.1	4	17	1.1	0
Cc1oc(-c2ccccc2F)nc1CN1CCC(C(=O)NCc2cccs2)CC1	92	100	4	8	3	-0.3	-7	-4	0.9	9

Full records from above. Order of values: STAT1 activator	STAT3 activator	G6PDH CS	Diaphorase inh	STAT3 inh	Hsp70 activator	APP transl inh	TLR4-MyD88 BLA	Diaph act CS	STAT1 blocker
CCC(C)(C)NC(=O)c1ccc(Br)o1 across the screens: 98	96	6	15	9	-0.3	-4	-3	0.8	2
O=C(COn1nnc2ccccc21)N1CCN(Cc2ccccc2)CC1 across the screens: 117	115	4	4	-17	0.1	-13	-5	1	-18

Going on with the list.
SMILES	STAT1 activator	STAT3 activator	G6PDH CS	Diaphorase inh	STAT3 inh	Hsp70 activator	APP transl inh	TLR4-MyD88 BLA	Diaph act CS	STAT1 blocker
Cc1nn(CCCC(=O)N2CCc3ccccc3C2)c(=O)c2cc3sccc3n12	100	100	9	12	5	-0.2	5	12	0.9	0
Cc1ccc(OCC(=O)N(Cc2ccccc2)c2ccccn2)cc1	101	102	12	10	-1	-0.2	-40	10	0.9	-1
COc1c(C(C)C)cc(NC(C)=O)cc1C(C)C	100	98	4	10	8	1.0	6	-3	0.9	0
O=c1ccc2ccc(OCc3nnc(-c4ccccc4Br)o3)cc2o1	101	90	-7	11	15	0.1	4	5	0.9	-1
O=C(Nc1ccc(N2CCOCC2)cc1)Nc1ccc(Cl)c(Cl)c1	115	109	0	13	-2	0.0	-46	2	0.9	-16
O=C(N/N=C/c1cc2c(cc1Cl)OCO2)c1ccncc1	93	97	-1	9	8	-0.3	-3	-13	0.9	8
CC(=O)Nc1cc(OC(C)=O)c2nonc2c1OC(C)=O	12	105	59*	76*	-2	-0.4	17	-1	0.2	95*
COc1ccc(-n2c(=O)c3ccccc3n(Cc3ccc(F)cc3)c2=O)cc1OC	104	106	10	0	-5	0.1	-3	-1	1	-5
COC(=O)c1cnn2c(C(F)(F)F)cc(-c3ccc(F)cc3)nc12	107	83	24	0	22	0.7	-7	-1	1	-8
COc1ccc(/C=N/NC(=O)C(=O)N2CCN(c3ccccc3OC)CC2)cc1	109	104	-2	6	-5	-0.5	4	10	0.9	-10
FC(F)(F)c1cc(-c2ccc(Cl)cc2)nc(NCc2cccnc2)n1	101	100	3	8	3	0.0	6	6	0.9	-1
CC(C)(C)C1CCC2(CC1)C(C#N)=C(SCC(=O)NC1CCCCC1)NC(=O)C2C#N (centres undefined)	108	93	11	25	8	-0.2	4	-8	0.8	-9
Cn1c(Cn2c(=O)sc3ccccc32)nnc1SCC(=O)N1CCCCCC1	92	95	-5	5	7	-0.3	25	19	0.9	10
COc1ccc(NC(=O)CN2C(=O)CC(C)(C)S(=O)(=O)c3ccccc32)cc1	98	107	12	12	1	-0.2	-3	-5	0.9	2
CSc1ccccc1NC(=O)CN1CCN(Cc2ccccc2)CC1	92	101	4	7	3	0.0	-18	3	0.9	7
O=C(COC(=O)c1ccc(Cl)nc1)Nc1ccc2c(c1)OCO2	94	106	1	6	-6	-0.1	-5	-6	0.9	6
O=C(Nc1cccc(Br)c1)c1cc2ccccc2o1	142*	110	4	19	-9	0.2	-158	-8	0.8	-46
Nc1c(C(=O)c2ccc(Br)cc2)oc2ccccc12	100	121	0	-3	-24	-0.3	-14	-4	1	0
Cc1ccc(C)c(NC(=S)NCCN(C2CCCCC2)C2CCCC2)c1	108	116	10	11	-18	-0.1	-9	-1	0.9	-10
Cc1cccc(N(CC(=O)NC2CCCC2)C(=O)CS(=O)CC(=O)Nc2ccc3c(c2)OCO3)c1C (centres undefined)	100	106	2	16	-6	-0.3	-10	-18	0.8	3
O=C(NCCN1C(=O)S/C(=C\c2ccc(Cl)c(Cl)c2)C1=O)c1cnccn1	87	103	-12	5	-8	-0.6	-9	5	0.9	14
CC(=O)N1CCN(c2ccc(NC(=O)c3ccc(C(C)(C)C)cc3)cc2)CC1	109	76	-14	12	31	0.1	-10	-3	0.9	-13
Cc1nc(N2CCOCC2)sc1C(=O)NN	107	109	11	8	-7	0.0	-2	-5	0.9	-10
O=C(NCCCN1CCOCC1)C(=O)NCCc1ccccc1	98	103	7	9	3	0.9	7	9	0.9	0
COC(=O)c1ccc(/C=N/OCC(=O)NC2CCCC(C)C2C)cc1 (centres undefined)	102	106	8	10	-4	-0.2	-5	15	0.9	-3
CC[N+](C)(C)Cc1ccccc1Br	105	106	1	4	-4	0.0	15	0	1	-5
COc1ccc(C2C(C#N)=C(SCC(=O)Nc3ccc(C)cc3)NC3=C2C(=O)CC(C)(C)C3)cc1 (centres undefined)	95	91	-1	26	14	-0.3	-17	-8	0.7	5
C[C@H]1C=C(C(=O)NCc2ccccc2)O[C@@H](OCc2ccc(CO)cc2)C1	107	x	8	11	x	0.1	-17	-11	0.9	-6
Cc1ccccc1-n1cc[nH]c1=S	101	99	0	12	7	0.3	4	-16	0.9	-4
CC1CCN(c2ccccc2NC(=O)c2ccc(C#N)cc2F)CC1	105	93	7	-11	9	-0.2	-17	2	1.1	-5
O=C(Cc1ccccc1)N[C@@H](Cc1ccccc1)c1nc2ccccc2[nH]1	90	92	0	12	13	-0.4	-2	8	0.9	11
O=C(NCCCc1ccccc1)Nc1ccccc1	106	104	-7	0	-7	-0.1	-30	-10	1	-7
C/C(=N\NC(=O)CNc1ccccc1)c1ccccc1	100	82	12	18	24	-0.3	-10	-4	0.8	-3
Cn1ccnc1SCc1cc(=O)[nH]c2ccccc12	108	100	-17	11	3	-0.3	-4	20	0.9	-8
CCCCNC(=O)CNC(=S)N(CCCN1CCOCC1)Cc1cccs1	103	90	-10	10	12	-0.4	5	5	0.9	-3

Bioassay records deposited in PubChem by several laboratories.
